Source: PubChem BioAssay
SUMO1-SIM PPI: modulators of human SUMO1-mediated protein-protein interactions; SUMO1 binding to a labelled peptide, TR-FRET, 1 h; inhibition, % at 20 µM; 0.33% of 360,000 active; in the data active = inhibition above about 37%
Target sequence (P63165 whole entry, looked up): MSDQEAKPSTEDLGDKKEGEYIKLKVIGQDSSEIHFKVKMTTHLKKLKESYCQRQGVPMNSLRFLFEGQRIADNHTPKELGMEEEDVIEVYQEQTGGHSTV
TbMetRS inhib: Trypanosoma brucei MetRS inhibition; AID 624268; 0.4% of 360,000 active; purified T. brucei MetRS, ATP depletion, Kinase-Glo luminescence; inhibition, % at 11.9 µM;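 active = inhibition above a per-plate cutoff of the control wells' mean inhibition plus 3 SD, cut at about 5.5% in these data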;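 note: 0% = DMSO wells median and 100% = median of wells with control inhibitor compound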
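Test system: purified T. brucei MetRS enzyme. Also added: ATP, methionine and E. coli bulk tRNA substrates. Compound: 11.9 µM single point. Schedule: 15 min enzyme-compound preincubation, 2 h reaction, 10 min detection, 25 °C. Signal: luciferase luminescence of residual ATP, Kinase-Glo. Evaluation: percent inhibition versus plate control medians. Controls: DMSO wells, low control.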
LMPTP block: blocks human LMPTP phosphatase. P24666. recombinant LMPTP-A, OMFP fluorogenic substrate, fluorescence intensity. inhibition, % at 20 µM. 0.22% of 360,000 active. AID 651560;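 active = compounds that cut the enzyme signal by at least half of the control window in the single-dose screen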;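 note: plate controls were DMSO wells with enzyme plus substrate for no effect and substrate without enzyme for full effect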
Target sequence (P24666 whole entry, looked up): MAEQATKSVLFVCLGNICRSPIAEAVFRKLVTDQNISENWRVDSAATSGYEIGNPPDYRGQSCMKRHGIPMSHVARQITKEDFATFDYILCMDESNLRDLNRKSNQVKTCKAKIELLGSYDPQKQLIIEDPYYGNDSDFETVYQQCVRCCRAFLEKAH
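Buffer or medium: Bis-Tris pH 6.0, DTT, detergent; Assay system: LMPTP-A enzyme; Quantity: 0.625 nM enzyme; Detection: endpoint fluorescence intensity; Times: 50 min dark incubation at room temperature; Controls: substrate-only low control, DMSO enzyme-plus-substrate high control; Doses: single 20 µM dose; Read-out: percent inhibition versus substrate-only and uninhibited controls; Reagent: 400 µM OMFP.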
PABP1 MLLE inh: blocks PAM2 peptide binding to the PABP1 MLLE domain | GST-MLLE / FITC-PAM2 fluorescence polarization | 0.36% of 360,000 active | P11940 | AID 588489 | inhibition, % at 20 µM; in the data active = inhibition above about 35%, passing the limit was not always enough;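 note: plate controls were DMSO wells with GST-MLLE for no effect and wells lacking GST-MLLE protein for full effect; some results filed as inactive read as strong as hits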
STEP block: blocks human striatal-enriched tyrosine phosphatase | P54829 | recombinant STEP, OMFP fluorogenic substrate, fluorescence | inhibition, % at 20 µM | 0.25% of 360,000 active;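 active = inhibition at 20 µM, scaled per plate between control wells, above about 37%, limit read from the data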;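 note: 0% = DMSO with enzyme and substrate and 100% = substrate only without enzyme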
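Assay system: isolated STEP enzyme / Timing: 20 min at room temperature, dark / Doses: 20 µM, 1% DMSO / Technique: fluorescence intensity, excitation 480 nm, emission 540 nm / Reagent: fluorogenic phosphatase substrate OMFP at 25 µM final / Measure: percent inhibition scaled to no-enzyme and uninhibited-enzyme controls, plate-pattern corrected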
Rpn11 inh: Rpn11 (human) deubiquitinase inhibition | human 26S proteasome, Ub4-pepOG fluorescence polarization; 20S core pre-blocked with epoxomicin | 0.59% of 360,000 active | calls only at 20 µM | AID 588493 | O00487;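 active = inhibition at 20 µM, scaled to each plate's controls, above about 33%, limit read from the data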
Target sequence (O00487 whole entry, looked up): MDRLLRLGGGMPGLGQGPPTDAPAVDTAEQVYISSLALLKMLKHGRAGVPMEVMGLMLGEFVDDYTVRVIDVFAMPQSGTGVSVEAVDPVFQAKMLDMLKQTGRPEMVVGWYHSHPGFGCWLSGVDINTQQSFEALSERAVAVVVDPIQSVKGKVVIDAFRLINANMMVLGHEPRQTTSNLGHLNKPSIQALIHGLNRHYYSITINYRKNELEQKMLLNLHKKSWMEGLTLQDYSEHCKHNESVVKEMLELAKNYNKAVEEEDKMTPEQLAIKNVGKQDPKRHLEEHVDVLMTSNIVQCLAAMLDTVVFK
Scp1 inh: Scp-1 (human) phosphatase inhibition. Q9GZU7. Recombinant Scp1, phosphopeptide, malachite green phosphate absorbance. inhibition, % at 20 µM. 0.88% of 340,000 active;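 active = inhibition above about 50% at 20 µM, limit read from the data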;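 note: plate controls were DMSO wells with enzyme for no effect and wells lacking enzyme for full effect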
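System: SCP-1 catalytic domain; Reagent: Phospho 17-mer peptide substrate; Doses: one concentration, 20 µM, with 1.0% DMSO; Incubation: 45 min room-temperature reaction, 5 min colour, 30 min stabiliser; Signal: Phosphate-binding colour reagent, absorbance read at 630 nm.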
CSN inh: CSN deneddylation inhibition. Q92905. Purified CSN, SCF-Nedd8-OG deneddylation, fluorescence polarization. inhibition, % at 12.5 µM. 0.38% of 360,000 active. AID 651999;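 active = pattern-corrected inhibition above about 35%, with an unprinted fluorescence ratio check between 0.5 and 1.5, limit read from the data, passing the limit was not always enough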;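 note: 0% = enzyme with substrate and 100% = substrate without enzyme; some results filed as inactive read as strong as hits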
Target sequence (Q92905 whole entry, looked up, one chain of several): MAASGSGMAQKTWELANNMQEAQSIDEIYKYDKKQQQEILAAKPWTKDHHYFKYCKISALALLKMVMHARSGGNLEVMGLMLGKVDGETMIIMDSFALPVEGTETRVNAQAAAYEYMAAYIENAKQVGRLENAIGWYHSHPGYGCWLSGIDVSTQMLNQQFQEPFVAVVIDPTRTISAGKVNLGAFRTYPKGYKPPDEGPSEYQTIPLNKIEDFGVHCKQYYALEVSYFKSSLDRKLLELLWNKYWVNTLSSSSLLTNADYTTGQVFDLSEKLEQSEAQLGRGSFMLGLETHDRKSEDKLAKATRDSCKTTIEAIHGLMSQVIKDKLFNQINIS
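Test system: Human Csn5 produced in HEK293T cells | Compound: 12.5 µM single point | Times: 90 min, room temperature | Signal: Fluorescence polarization readout | Read-out basis: % inhibition of substrate cleavage by Csn5 | Controls: no-enzyme wells high, enzyme-with-substrate wells low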
DNMT1 block: DNMT1 (human) enzyme inhibition. P26358. 0.83% of 360,000 active. inhibition (reported as % activation of signal), % at 10 µM. AID 588458. DNMT1 molecular beacon, Hinp1I cleavage, fluorescence; in the data active = inhibition above about 50%
NadD block: blocks S. aureus nicotinate mononucleotide adenylyltransferase; purified NadD enzyme, colorimetric absorbance read-out; inhibition, % at 20 µM; 0.78% of 360,000 active; in the data active = inhibition above about 26%; note: some compounds past the cut are filed as inactive
The depositor's hits bear a star; i = inactive; nt = not tested or not shown. No enrichment for hits; any-hit rate near 3.6%.

SMILES | SUMO1-SIM PPI | TbMetRS inhib | LMPTP block | PABP1 MLLE inh | STEP block | Rpn11 inh | Scp1 inh | CSN inh | DNMT1 block | NadD block
O=C(CCC(F)(F)F)N1CCC(CO)(CCc2ccccc2)CC1 | 5 | -0.3 | -0.7 | -7 | -1 | i | -6 | 4 | 2 | -8
Cc1nn(-c2cc(C)c3ccccc3n2)c2c1CCC2 | 0 | -0.3 | 1.5 | -31 | 4 | i | -7 | 3 | 1 | 6
COc1ccccc1CCNC(=O)CSc1ccc(-c2cccs2)nn1 | -11 | -0.5 | -0.4 | 7 | 2 | i | 2 | 5 | -1 | -3
CC1CCN(c2cc(C#N)c(C#N)cc2[N+](=O)[O-])CC1 | -16 | 0.3 | -0.8 | 2 | -2 | i | -4 | 2 | 2 | 1
O=P(O)(CCc1ccccn1)CN1CCCCC1 | 3 | -0.2 | -2.0 | 2 | 2 | i | -2 | 2 | 1 | 8
Cc1ccc(C)c(N2CCN(S(=O)(=O)c3csc(C(N)=O)c3)CC2)c1 | 3 | 0.1 | 1.1 | 10 | 2 | i | -5 | 2 | -1 | -5
C=C(C)C(=O)OCC(=O)NCc1ccccc1 | -3 | -1.2 | -2.0 | -6 | 4 | i | 5 | -6 | 3 | -7
Cn1ncc(C(=O)Nc2ccc(Cl)cc2)c1C(F)(F)F | -2 | -0.2 | -2.4 | -1 | -2 | i | -4 | -2 | 6 | 4
Cc1ccccc1-c1cnc(C(O)c2ccc(F)cc2C)[nH]1 (stereo not given) | -1 | -0.3 | -0.1 | 24 | 1 | i | nt | 1 | 2 | 0
C=CCn1c(SCC(=O)c2ccc(NS(=O)(=O)c3ccccc3)cc2)nnc1-c1cccs1 | 3 | 0.1 | 1.6 | -62 | 1 | i | 5 | 5 | -5 | 25
CC(C)C(=O)Nc1ccc(NC(=S)NC(=O)c2ccc([N+](=O)[O-])cc2)cc1 | -22 | -0.5 | -0.5 | 42* | 3 | i | -3 | -2 | -5 | -8
CCN(CC)c1ccc(CNc2nnnn2C)cc1 | 5 | 0.8 | 0.3 | -11 | 0 | i | -8 | 0 | 0 | 2
COc1ccc(N2CCN(C(=O)c3ccc(CS(=O)c4cccc(Cl)c4)o3)CC2)cc1 (stereo not given) | -4 | -0.5 | 2.5 | 7 | 0 | i | nt | -6 | -6 | 4
Cc1[nH]c2ccccc2c1C(=O)Cn1c(=O)oc2ccccc21 | -1 | -0.4 | 2.1 | -11 | -3 | i | -6 | 8 | -2 | 2
COCCN(C(=O)CSc1nnc(-c2cccc(OC)c2)n1C)c1c(N)n(Cc2ccccc2)c(=O)[nH]c1=O | 1 | 0.2 | -0.3 | -1 | -1 | i | nt | -4 | 3 | 0
Cc1cc(C)c(C#N)c(Oc2ccccc2Br)n1 | 4 | -0.4 | 0.0 | -31 | -2 | i | -7 | 4 | -8 | -3
CCCn1c(SCC(=O)N2N=C3/C(=C/c4ccc(OC)cc4)CCCC3C2c2ccc(OC)cc2)n[nH]c1=O (stereo not given) | -5 | 0.3 | 6.7 | -8 | 1 | i | -7 | -5 | -19 | 8
CCC(=O)N1N=C(c2cccs2)CC1c1ccco1 (stereo not given) | -9 | -0.7 | -0.6 | 2 | 1 | i | -1 | 3 | 2 | -2
CCOC(=O)C(C(=O)N1CCOCC1)C1CCCCC1 (stereo not given) | -2 | -1.0 | -0.4 | 18 | -2 | i | 0 | 4 | 4 | -4
CCOC(=O)CN(C(=O)CSc1nnc2c(n1)[nH]c1ccc(F)cc12)c1ccccc1 | -1 | 6.3* | 1.3 | -29 | -3 | i | 1 | -1 | -5 | 6
Cc1nnsc1C(=O)Nc1ccc(S(=O)(=O)N2CCCCC2)cc1 | 1 | -0.2 | -1.5 | -3 | -3 | i | -2 | 3 | 1 | -10
O=C(Nc1ccc(Cl)cn1)c1ccc(COCC(F)(F)C(F)F)o1 | -1 | -0.8 | 0.6 | 20 | 2 | i | -3 | 3 | 3 | -6
O=C(COc1ccc2ccccc2c1Br)Nc1ncn[nH]1 | -1 | -0.6 | -1.2 | 0 | -2 | i | 0 | 2 | 20 | 14
CCCNC(=O)COc1coc(CN2CCN(c3ccc(F)cc3)CC2)cc1=O | -1 | -0.3 | -0.8 | 1 | -2 | i | -3 | -2 | 0 | -3

Next section (4 carried over from the part before).
SMILES | SUMO1-SIM PPI | TbMetRS inhib | LMPTP block | PABP1 MLLE inh | STEP block | Rpn11 inh | Scp1 inh | CSN inh | DNMT1 block | NadD block
Cc1nnsc1C(=O)Nc1ccc(S(=O)(=O)N2CCCCC2)cc1 | 1 | -0.2 | -1.5 | -3 | -3 | i | -2 | 3 | 1 | -10
O=C(Nc1ccc(Cl)cn1)c1ccc(COCC(F)(F)C(F)F)o1 | -1 | -0.8 | 0.6 | 20 | 2 | i | -3 | 3 | 3 | -6
O=C(COc1ccc2ccccc2c1Br)Nc1ncn[nH]1 | -1 | -0.6 | -1.2 | 0 | -2 | i | 0 | 2 | 20 | 14
CCCNC(=O)COc1coc(CN2CCN(c3ccc(F)cc3)CC2)cc1=O | -1 | -0.3 | -0.8 | 1 | -2 | i | -3 | -2 | 0 | -3
COc1cc2nc(C)sc2cc1SC | 2 | -0.8 | 1.6 | 7 | 4 | i | -3 | 7 | 1 | 8
Cc1cc(Br)ccc1NC(=O)c1ccccc1-c1ccccc1 | -2 | 0.0 | 2.2 | 7 | 1 | i | -8 | -3 | -1 | 1
O=S(=O)(Nc1cccc(-c2nc3cccnc3s2)c1)c1ccc2c(c1)OCCO2 | -7 | -0.2 | 1.4 | -2 | -1 | i | -12 | -1 | -7 | 6
C=CCN1C(=O)C2(C(C#N)=C(N)Oc3n[nH]c(CCC)c32)c2ccccc21 (stereo not given) | -3 | -0.7 | 1.0 | -4 | 0 | i | 3 | 2 | 2 | -2
C=CC[C@@H](CC(=O)N[C@@H](CO)Cc1ccccc1)C(=O)N[C@H](COC(=O)[C@H](CC=C)CC(=O)OC(C)(C)C)Cc1ccccc1 | -2 | 0.0 | 2.7 | -3 | 0 | i | -4 | -5 | 41 | 1
CCN(Cc1ccccc1)C(=O)Cn1c(=O)n(CC(=O)NCc2ccco2)c(=O)c2sccc21 | -1 | -0.1 | 0.4 | -4 | 0 | i | -5 | 1 | 1 | 4
CC(=O)N1N=C(C)CC1c1ccc(OCc2ccccc2)cc1 (stereo not given) | -1 | -1.3 | -1.6 | 9 | -3 | i | -2 | -19 | -10 | -6
O=c1sc2ccccc2n1COc1ccccc1 | 4 | -0.3 | -0.1 | 7 | 2 | i | -6 | 2 | 0 | -9
O=C(COc1ccc2ccccc2c1)N1CCN(C(=O)c2ccc([N+](=O)[O-])cc2)CC1 | -24 | -0.5 | -0.8 | 1 | 3 | i | -1 | -8 | -4 | -2
CC(C)(C)c1ccc(C(=O)N2CCN(C(=O)c3ccco3)CC2)cc1 | -3 | 0.4 | -1.4 | 0 | 2 | i | -9 | -5 | 2 | 5
CCNC(=O)c1ccc2c(c1)S(=O)(=O)c1ccccc1C2=O | -23 | -0.1 | -0.3 | 1 | 2 | i | 0 | 1 | 1 | 4
NC(=O)C(=O)NCCCN1CCOCC1 | -3 | -0.5 | -0.4 | -8 | -1 | i | -9 | 2 | 1 | -5
Cc1cccc(Nc2ccccc2C(=O)OCC(=O)N(C)C2CCS(=O)(=O)C2)c1C (stereo not given) | -1 | 0.3 | -1.3 | -13 | 1 | i | -5 | 0 | -5 | -2
CCc1cc(C(=O)NNC(=S)NC2CCCCC2)cs1 | 4 | 0.0 | -1.4 | -11 | 3 | i | -11 | -5 | 0 | 2
CCOC(=O)c1c(C)[nH]c(C(=O)COC(=O)[C@H](C)NC(=O)c2ccccc2Cl)c1C | 2 | 0.4 | 1.1 | -8 | -5 | i | -7 | -13 | 1 | -5
CC(C)c1ccccc1OCCNS(C)(=O)=O | 1 | 0.2 | -1.0 | 5 | 7 | i | -3 | -1 | -1 | 3
CCc1ccc2nc3sc(C(=O)Nc4nnc(CC)s4)c(N)c3cc2c1 | 7 | -0.5 | 1.6 | -14 | -3 | nt | 3 | 9 | -9 | 15
CC(=O)Nc1ccc(Sc2ncccc2C(=O)Nc2cc(Cl)cc(Cl)c2)cn1 | 1 | -0.7 | 2.1 | 6 | 2 | i | -1 | -2 | -9 | 12
CN(C)S(=O)(=O)c1ccc(NC(=O)CSc2nc3ccccc3n2-c2ccccc2)cc1 | -1 | 0.5 | 4.0 | -13 | -1 | i | -4 | -1 | -15 | 15
CC1CCCC(NC(=O)CCC(=O)N2CCOc3ccccc32)C1C (stereo not given) | -5 | -0.9 | -0.9 | 2 | 2 | i | 6 | 2 | 2 | -6
O=C(OCCN1C(=O)c2ccccc2C1=O)C1CCN(S(=O)(=O)c2cccs2)CC1 | -6 | -0.8 | -1.4 | 2 | -2 | i | -11 | -1 | 2 | -9
O=C1c2ccccc2C(=O)N1CCCCNc1ccccc1 | -8 | -0.3 | 0.8 | -5 | -1 | i | -5 | 1 | -7 | -4
CCOC(=O)C1CCCN(C(=O)c2ccc(C)c([N+](=O)[O-])c2)C1 (stereo not given) | -3 | 1.2 | -0.9 | 1 | -1 | i | -7 | -2 | 1 | -7
COc1ccc(NC(C)=O)cc1S(=O)(=O)Nc1cccc(S(=O)(=O)NC2=NCCC2)c1 | 0 | -0.4 | -1.9 | -5 | -2 | i | -2 | -6 | 7 | -4
O=C(CCc1nc(-c2ccccc2)no1)NC1CCCCC1 | -4 | -1.2 | 0.5 | 11 | 4 | i | 0 | 1 | -12 | -3
O=C(O)/C=C/c1ccc(S(=O)(=O)Nc2ccc(C(=O)NCC(=O)O)cc2)cc1 | 3 | 2.3 | 0.7 | 1 | 2 | i | 37 | 4 | 42 | 1
COc1cc(C2Nc3ccccc3C(=O)N2c2ccc(Cl)cc2)c(Cl)cc1OCC(=O)O (stereo not given) | 6 | 0.1 | -0.7 | -33 | 0 | i | -4 | -8 | -2 | 1
COc1ccc2c(C(=O)c3ccc(C)cc3)n(Cc3ccc(C(N)=O)cc3)[n+]([O-])c2c1 | -21 | -0.6 | -1.4 | -5 | 3 | i | 16 | -5 | -9 | -2
CN1CCc2c(C#N)c(N3CCOCC3)nc(NCC3CCCO3)c2C1 (stereo not given) | -3 | 0.0 | -2.4 | 3 | 2 | i | -7 | 0 | 0 | 2
